# CAL-PDZ inh HTS: CAL PDZ (human) peptide binding inhibition | Q9HD26 | purified CAL PDZ, TMR-peptide fluorescence polarization, 1 h | inhibition, % at 24.9 µM | actives 0.92% (n = 300,000) | AID 602252;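 active means mean inhibition of at least 30% with at least half of replicates also reaching 30%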;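 further: 0% = DMSO neutral control and 100% = excess unlabeled competitor peptide PRC23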
# V-ATPase pH: regulators of yeast V-ATPase proton transport; S. cerevisiae, pHLuorin cytosolic pH fluorescence; response, % at 10 µM; actives 0.37% (n = 350,000); AID 504577; in the data active means response mostly above about 7.3%, no sharp cut-off; inactive means mostly below about 5.4%; further: actives read high; inactives centre near 0; some compounds called inactive have numbers as strong as hits; reference of the scale not given here
# HTR5A inv ctr: inverse agonist of human HTR5A in OPRM1-OPRD1 counter-screen; HTR5A cell line, luminescence, inverse agonism; inhibition, % at 9.3 µM; actives 0.083% (n = 340,000); in the data active means inhibition mostly above about 23%, no sharp cut-off; inactive means mostly below about 18%;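 further: 0% = cells with DMSO and 100% = no-cell wells with DMSO; some compounds called inactive have numbers as strong as hits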
# Target sequence (P47898 whole entry, looked up): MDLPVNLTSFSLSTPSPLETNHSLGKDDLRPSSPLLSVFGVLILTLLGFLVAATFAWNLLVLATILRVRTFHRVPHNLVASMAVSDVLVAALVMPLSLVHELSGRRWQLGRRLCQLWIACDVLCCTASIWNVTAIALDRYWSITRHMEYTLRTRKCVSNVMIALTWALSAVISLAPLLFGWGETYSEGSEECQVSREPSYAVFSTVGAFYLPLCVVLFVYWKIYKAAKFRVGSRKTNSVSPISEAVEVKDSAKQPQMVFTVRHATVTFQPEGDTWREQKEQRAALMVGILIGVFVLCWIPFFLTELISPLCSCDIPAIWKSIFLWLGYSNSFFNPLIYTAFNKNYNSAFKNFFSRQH
# Cardiac RTF inh: cardiac RTF calcium desensitization; IANBD-labeled cardiac RTF, Ca2+ fluorescence; inhibition, % at 7.15 µM; actives 0.12% (n = 340,000); AID 493244;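 active means inhibition above the mean inhibition of all tested compounds plus 3 SD, cut at about 17% in these data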;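 further: assay run at fixed EC70 calcium of 1.6 mM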
# MOR-DOR inv ag: inverse agonist of human OPRM1-OPRD1 heterodimerization; cell-based MOR-DOR heterodimer luminescence, inverse agonism; inhibition, % at 9.3 µM; actives 0.21% (n = 340,000); AID 504357; in the data active means inhibition above about 22%, passing the limit was not always enough;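 further: 0% = cells with DMSO and 100% = wells without cells with DMSO; values of inactives mirror those of a sister screen read the other way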
# HTR5A ag: HTR5A agonism, opioid heterodimer counter-screen | HTR5A agonist assay, luminescence, cell-based | AID 504692 | activation, % at 9.3 µM | P47898 | actives 0.61% (n = 340,000); in the data active means activation mostly above about 9.5%, no sharp cut-off; inactive means mostly below about 7.6%;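 further: 0% = cells with vehicle only and 100% = reference agonist; strong numbers were not always called active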
# LANA DNA inh: inhibitors of KSHV LANA C-terminal domain DNA binding; actives 0.078% (n = 340,000); AID 504423; inhibition, % at 9 µM; MBP-C-LANA/FAM-LBS DNA binding, fluorescence polarization;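 active means highest replicate inhibition at or above 60% at 9 µM, even if other replicates fall short; inactive means all replicates below 60% inhibition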;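 further: 0% = neutral control wells and 100% = 4 µM acridine orange control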
# RTF Ca sens act: increases calcium sensitivity of human cardiac regulated thin filaments. P19429+P45379. AID 493008. actives 0.24% (n = 340,000). IANBD-labeled TnC RTF fluorescence at EC20 calcium; 0% EC20 calcium, 100% full calcium. activation, % at 7.2 µM;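 active means activation above the mean over all tested compounds plus 3 SD, cut at about 30% in these data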;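 further: rise in fluorescence read as greater calcium sensitivity of cardiac thin filaments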
# Keap1-Nrf2 PPI: inhibitors of human Keap1-Nrf2 protein-protein interaction; Q14145; Keap1 Kelch-Nrf2 peptide fluorescence polarization, 1536-well; inhibition, % at 9.4 µM; actives 0.15% (n = 340,000); AID 504523; in the data active means inhibition above about 12%;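 further: human Keap1 Kelch domain with fluorescein labeled Nrf2 9mer peptide probe; 0% = neutral control wells and 100% = peptide positive control; higher means more block of Keap1 binding to Nrf2 peptide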
# Target sequence (Q14145 whole entry, looked up, the tested form may be a part): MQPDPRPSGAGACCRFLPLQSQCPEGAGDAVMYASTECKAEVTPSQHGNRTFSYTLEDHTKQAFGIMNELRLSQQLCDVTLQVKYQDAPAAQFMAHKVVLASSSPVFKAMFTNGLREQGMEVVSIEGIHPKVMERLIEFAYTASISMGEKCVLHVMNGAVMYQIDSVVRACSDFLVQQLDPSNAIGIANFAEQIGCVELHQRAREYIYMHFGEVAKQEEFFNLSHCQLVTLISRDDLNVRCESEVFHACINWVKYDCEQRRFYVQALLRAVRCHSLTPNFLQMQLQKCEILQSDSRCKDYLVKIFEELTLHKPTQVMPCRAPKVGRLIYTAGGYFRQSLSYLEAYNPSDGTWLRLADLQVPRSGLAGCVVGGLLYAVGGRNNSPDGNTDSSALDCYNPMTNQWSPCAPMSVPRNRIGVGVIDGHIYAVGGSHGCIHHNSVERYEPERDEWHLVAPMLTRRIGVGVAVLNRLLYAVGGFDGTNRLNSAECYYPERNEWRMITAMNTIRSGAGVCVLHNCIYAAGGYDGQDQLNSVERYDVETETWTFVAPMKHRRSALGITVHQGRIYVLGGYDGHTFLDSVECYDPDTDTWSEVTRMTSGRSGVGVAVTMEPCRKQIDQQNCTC
# MOR-DOR ag: agonists of human mu-delta opioid receptor heterodimerization | P35372+P41143 | cells, OPRM1-OPRD1 heterodimerization, luminescence | activation, % at 9.3 µM | actives 0.3% (n = 340,000) | AID 504326; in the data active means activation above about 18%;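 further: 0% = vehicle-treated cells and 100% = reference agonist; values of inactives mirror those of a sister screen read the other way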
# The depositor's hits bear a star; nt = no result given.
SMILES,CAL-PDZ inh HTS,V-ATPase pH,HTR5A inv ctr,Cardiac RTF inh,MOR-DOR inv ag,HTR5A ag,LANA DNA inh,RTF Ca sens act,Keap1-Nrf2 PPI,MOR-DOR ag
COc1ccc(-c2ccc3c(c2)[C@@H]2C[C@H](N(C)C(=O)C(C)(C)C)[C@H]([C@H](C)O)C(=O)N2CC3)cc1,-3,2,nt,-5,nt,nt,0.1,-1,-6,nt
NC(=O)NC(=O)CSc1nnc(-c2ccco2)n1Cc1ccccc1,-3,-2,-13,-3,14,-4,-0.7,6,-1,-2.7
COc1ccc(C)cc1NS(=O)(=O)c1cc(C)ccc1C,-1,0,14,2,9,0,0.0,4,-5,-1.7
CC(=O)c1cc(F)c(N2CCN(C(=O)C(C)(C)C)CC2)cc1C,-2,0,-38,0,6,2,0.8,-4,-5,-1.1
N#CCSc1nc2cc(C(=O)N3CCC(C(N)=O)CC3)ccc2c2nc3ccccc3n12,-6,-1,10,-4,-3,-4,-5.5,11,-16,0.6
Cn1c(SCCc2ccc([N+](=O)[O-])cc2)nccc1=O,nt,-3,-1,-2,8,0,-0.7,2,-1,-1.7
CCCCOP(=O)(c1ccc(N(C)C)cc1)C(Nc1ccccc1)c1ccccc1 (configuration not stated),-2,2,11,-2,-32,3,-0.5,-24,0,5.9
CCN(CC)c1nc2cc(OC)ccc2cc1C#N,-1,0,-27,-2,7,0,1.2,3,0,-1.1
O=C1OC(Cc2ccccn2)C(O)=C1C1=NCCCN1 (configuration not stated),-1,6,-1,-4,18,1,-0.2,-1,-5,-3.4
Cc1cccc(NC(=S)NNC(=O)CC(C)O)c1C (configuration not stated),0,0,0,5,14,0,-0.8,-6,-4,-2.5
COc1ccc(N2CCN(C(=O)c3cc([N+](=O)[O-])ccc3N3CCN(CCO)CC3)CC2)cc1,-1,2,1,6,-7,6,0.2,-4,-6,1.0
Cc1ccc(Nc2c(N)c(=O)oc3ccccc23)cc1,nt,-1,9,-5,18,-3,-0.8,6,-3,-3.0
CC(C)(C)NC(=O)NC(=O)CSc1nncs1,-2,0,-2,-10,3,7,0.0,7,1,-0.5
CCCCNC(=O)c1cc2c(-c3ccc(Cl)cc3)nn(C)c2s1,nt,-3,-15,-7,-32,5,-1.0,-2,2,6.3
COc1ccc(C2NS(=O)(=O)OCC2C)cc1 (configuration not stated),4,-2,-24,-1,6,3,-1.6,-3,0,-1.1
CCOC(=O)C1=NN(c2ccccc2)C(=O)/C1=C\c1ccc(N(C)C)cc1,-1,-6,-30,-10,8,-3,0.5,1,0,-1.4
Cc1nc(-c2ccncc2)sc1C(=O)Nc1ccc(Br)cc1,-5,-2,4,1,12,4,-0.6,0,-2,-2.3
O=C(NCCc1nnc2ccc(NCC3CCCO3)nn12)c1ccccc1 (configuration not stated),-2,0,-1,-6,8,0,-1.5,5,-2,-1.6
CN1CCN(C(=O)c2cc(S(=O)(=O)Nc3ccccc3F)c(Cl)cc2Cl)CC1,2,-5,-14,-16,-1,2,-1.4,1,-5,0.1
CCCCOCCCNC(=O)c1ccc([N+](=O)[O-])c(C)c1,-1,0,4,-2,-2,-1,-1.6,1,4,0.4
CN(C)/C=N/c1sc2c(c1C#N)CC(C)(C)NC2(C)C,-1,-2,-23,-10,11,-2,-1.7,4,-4,-2.5
O=C(O)c1ccc2[nH]c3c(c2c1)CCCC3,3,0,1,0,15,0,-1.6,-5,0,-3.2
CCN(CC)c1ccc(NC(=O)CSc2nnc3nc(C)cc(C)n23)cc1,0,-3,3,-16,7,-5,0.2,7,-5,-1.6
CC(C)Cc1cc(C(=O)Nc2c(F)cc(F)cc2Br)no1,nt,-1,-2,-4,-16,1,0.4,2,0,3.1
CCOC(=O)c1cc(-c2ccc(C)cc2)n(CCC(=O)NCCCOC)c1C,-2,2,-11,-6,8,4,-0.8,3,-1,-1.4
N#Cc1nc(-c2ccccc2Cl)oc1N1CCCCC1,-2,-5,1,-4,-13,-1,-0.2,-3,-3,3.2
COc1ccc(C(=O)NCCOc2ccccc2Cl)c(OC)c1OC,0,11,-1,-10,8,0,0.5,6,-8,-1.8
c1ccc(-c2nn[nH]n2)cc1,nt,4,-18,-5,5,0,-1.5,1,7,-0.9
C=CCNCc1ccccc1[N+](=O)[O-],-2,-2,12,-4,9,12,3.7,-6,-5,-1.6
CC(C)n1cc(/C=C2/NC(=O)N(c3cccc(Cl)c3)C2=O)c2ccccc21,-4,-2,-8,-1,6,2,0.3,-4,-5,-1.0
CCc1ccc(C2=NN(CCC(=O)NCc3cccs3)C(=O)CC2)cc1,5,0,-3,-8,-5,-1,-0.9,0,2,1.0
CCOC(=O)N1CCN(C(=O)Cn2cc3c(n2)CCCC3)CC1,-2,5,-18,3,12,6,0.4,1,1,-2.2
O=C(N[C@@H]1C/C=C\C[C@H](CC(=O)N(CCO)Cc2ccccc2)C(=O)N[C@@H](Cc2c[nH]c3ccccc23)COC1=O)OCC1c2ccccc2-c2ccccc21,-10,3,4,1,1,-1,0.0,-15,4,-0.3
CCOc1ccc(CN2C(=O)c3ccccc3C2=O)cc1C(=O)O,1,-4,5,-4,10,-1,-1.1,1,4,-2.1
COc1ccccc1N1CCN(Cc2cc3c(cc2Br)OCCO3)CC1,-1,-1,10,-7,-56,-4,-0.1,5,0,10
CCCCc1c(C)nc2cc(-c3ccco3)[nH]n2c1=O,nt,-2,15,-1,-1,7,-3.5,-6,-1,0.1
CC(=O)Nc1ccc(NS(=O)(=O)c2cc([N+](=O)[O-])ccc2C)cc1,5,-3,-3,-19,-5,1,1.8,1,2,0.9
O=C(Nc1cccc(S(=O)(=O)N2CCCCCC2)c1)c1cc(=O)c2ccccc2o1,5,0,-5,5,-4,0,0.6,-2,-3,0.9
Cc1nnc(NC(=O)CN2C(=O)c3ccccc3S2(=O)=O)s1,-6,3,9,-7,19,1,-0.4,-3,-3,-4.5
O=C1C(Cl)=C(N2CCCCCC2)C(=O)N1c1ccc(Cl)cc1,-12,0,8,-6,-3,-2,1.1,15,-3,0.6
CCCCc1c(O)nc(SCC(=O)NCCc2ccc(OC)c(OC)c2)[nH]c1=O,-1,-4,-15,-1,11,3,-0.3,-7,-2,-2.6
Cc1ccc(N(C(=O)CNC(=O)c2ccco2)C(C(=O)NC2CCCCC2)c2cccnc2)c(C)c1 (configuration not stated),9,-1,-4,-9,1,1,-0.7,0,-2,-0.2
O=C1S/C(=C\c2ccc(N3CCOCC3)o2)C(=O)N1c1ccccc1,-3,-1,9,-18,-11,-4,-9.4,45*,-42,1.9
COC(=O)[C@@H](NC(=O)NCc1cccc(OC)c1)C(C)C,-4,3,-10,-5,-4,4,1.4,-1,-2,0.7
CS(=O)(=O)N1CCC(C(=O)N2CCN(c3cccc(Cl)c3)CC2)CC1,-1,-1,-3,-2,1,1,0.2,11,-3,-0.2
CN(C)S(=O)(=O)c1ccc(C(=O)NCC(c2cccs2)N2CCOCC2)cc1 (configuration not stated),0,-4,-21,-13,-8,8,-0.4,-1,-6,1.6
CCCc1cc(=O)oc2cc(C)cc(OC(C)C(=O)NCc3ccncc3)c12 (configuration not stated),1,4,0,0,14,4,2.0,3,-5,-2.8
CCN(CC)Cc1csc(C(N)=O)c1,-3,-2,-19,2,17,-2,-0.5,-2,-1,-2.9
C[C@@]12C(=O)N(c3cccc(F)c3)C(=O)N1[C@H](c1ccc(Cl)cc1)[C@@H]1C(=O)N(C3CCCCC3)C(=O)[C@@H]12,2,-1,9,-3,-19,-3,-0.7,-6,0,3.3
COc1ccc2c(c1)c(C(=O)O)c(C)n2-c1ccccc1,2,-3,1,-3,5,0,0.0,0,-5,-0.9
COc1ccc(CN2C3CCCC2CC(NC(=O)Nc2ccccc2C)C3)cc1 (configuration not stated),-2,-2,10,9,5,-4,1.8,-5,0,-0.9
CCCn1cc(SCC(=O)NC2CCCC2)c2ccccc21,-2,3,-7,-7,-11,-1,-0.2,-1,-3,2.0
Cc1ccc(S(=O)(=O)N(C)CC(=O)NC2CCCC2)cc1,-6,-4,-3,-1,8,-3,1.1,6,1,-1.4
COC(=O)c1ccc(N/C=C/C(=O)c2ccccc2)cc1,nt,2,-15,-7,1,-5,0.6,5,-2,-0.3
Cc1nc(C)c(NC(=O)N2CCc3ccccc32)cc1NC(=O)N1CCc2ccccc21,nt,-1,-3,-4,-13,1,-1.5,-1,-2,2.7
C=CCn1c(O)c(CN2CCN(Cc3ccccc3)CC2)c(C)c(C#N)c1=O,0,-6,14,-14,-1,5,15,18,8,0.2
COC(=O)Cn1ncc(N2C3CC(CC(C)(C)C3)C2C)c(Cl)c1=O (configuration not stated),-3,-2,-6,-4,2,2,1.5,8,1,-0.3
N#C/C(=C(/O)c1ccc(F)cc1)c1nc2ccccc2s1,4,1,-8,-13,3,3,2.3,1,-4,-0.7
COc1ccccc1-c1nnc(NC(=O)C(C)C)s1,-2,8.0*,-7,-5,-3,3,-5.1,4,-4,0.7
Cc1ccc(NC(=O)NCc2nc3ccccc3n2C)cc1,-4,3,-23,2,2,10,0.5,-1,-1,-0.4

# Following part.
SMILES,CAL-PDZ inh HTS,V-ATPase pH,HTR5A inv ctr,Cardiac RTF inh,MOR-DOR inv ag,HTR5A ag,LANA DNA inh,RTF Ca sens act,Keap1-Nrf2 PPI,MOR-DOR ag
Cc1noc(C)c1C(=O)OC(C(=O)NC1CCCC1)c1ccc(F)cc1 (configuration not stated),nt,-3,-13,-5,-10,1,0.1,0,-6,1.7
Cc1ccc(NC(=O)CCS(=O)(=O)c2cc3c(cc2Cl)NC(=O)CO3)cc1,0,0,7,-6,12,-8,-1.9,-1,2,-2.3
CC1=C(C(=O)Nc2ccccc2)C(c2cccnc2)n2nc(-c3cccnc3)nc2N1 (configuration not stated),-5,-2,10,-10,9,-4,-0.3,3,6,-1.8
O=C(Oc1cc(=O)oc2c1c(=O)n1c3c(cccc23)CC1)c1ccccc1,6,2,-38,-8,10,-1,-1.2,5,0,-2.1
NC(=O)COc1ccccc1,9,1,-5,1,7,0,-0.3,1,-5,-1.5
CCOc1cccc2sc(N(CCCN(C)C)C(=O)c3ccc(S(=O)(=O)N4CCCCCC4)cc3)nc12,-4,-3,-9,-10,-13,3,-0.1,3,3,2.3
CCOc1ccccc1NC(=O)C1CCCN(S(=O)(=O)c2ccc(OC)c(C)c2)C1 (configuration not stated),-8,5,-1,-5,9,0,-1.1,0,-3,-2.2
O=C(CNC(=O)c1ccccc1)OCC(=O)c1ccccc1Cl,49*,-2,13,-9,31,-6,-0.8,1,1,-6.2
Nc1c(C(=O)C2CC2)sc2nc3c(cc12)CCC3,nt,0,-25,-10,0,1,0.8,1,-4,-0.1
C=C(C)C(=O)N1CC2(CC(c3cccc(NC(=O)/C=C\C=C/C)c3)=NO2)C[C@H]1C(N)=O (some centres not stated),-3,-2,5,-7,5,-2,1.4,-4,-2,-0.9
CCN1CCN(C(=O)CCNC(=O)Cn2cnc3ccccc3c2=O)CC1,-2,-4,7,7,-9,-2,-1.7,-3,1,1.1
C(=N\n1cnnc1)/c1cccs1,0,1,-1,-5,9,-2,0.8,1,-7,-1.7

# Source: PubChem BioAssay (several laboratories)
